# SRC3 TRFRET art – TR-FRET detection interference compounds, artefact control for PPARgamma SRC-3 recruitment agonists, biochemical, TR-FRET ratio | 99,000 compounds, 0.39% hits | TR-FRET artefact counter-screen, PPARgamma/SRC-3 format; hits give high values | AID 1048, 2008 | TR-FRET ratio at 8 µM; in the data active = TR-FRET ratio above about 2000; note: inactives centre near 1600
# SRC1 TRFRET art – TR-FRET detection interference compounds, primary screen, artefact control for PPARgamma SRC-1 recruitment agonists, biochemical, TR-FRET emission ratio | TR-FRET detection artefact counter-screen; hits give high values | TR-FRET ratio at 8 µM | 99,000 compounds, 0.34% hits | AID 1051, 2008; in the data active = TR-FRET ratio above about 2300; note: inactives centre near 1800
# The depositor's hits bear a star. This is a subset; count on the stated rates, not on these rows.
SMILES,SRC3 TRFRET art,SRC1 TRFRET art
N#CCCn1cc(/C=N/NC(N)=S)c(-c2ccc(Br)cc2)n1,1423,1655
OC(CNCCCCNCC(O)C(F)(F)F)C(F)(F)F (stereo unspecified),1366,1692
c1ccc2nc(N3CCN(Cc4ccc5c(c4)OCO5)CC3)cnc2c1,1659,1915
Cc1nn(-c2ccccc2)c(C)c1/C=C/C(=O)OC(C)C(=O)Nc1ncc(Cl)cc1Cl (stereo unspecified),1535,1780
CCOCCCNC(=S)N1CCC(NC(=O)C23CC4CC(CC(C4)C2)C3)CC1,1609,1771
COc1cc(SC)ccc1C(=O)Nc1ccc2c(c1)OCO2,1519,1672
CS(=O)(=O)NCC(c1ccco1)N1CCN(c2ccc(F)cc2)CC1 (stereo unspecified),1624,1776
FC(F)(F)c1cccc(NC(=S)NCC2COc3ccccc3O2)c1 (stereo unspecified),1451,1497
O=C(CCC(=O)OCc1ccc([N+](=O)[O-])cc1)Nc1ccc(F)cc1,1674,1562
C=CCNC(=O)COC(=O)c1cc(S(=O)(=O)N2CCCCC2)ccc1Cl,1445,1723
O=C(/C=C/c1ccco1)NCCCN1CCN(CCCNC(=O)/C=C/c2ccco2)CC1,1543,1839
COCCn1cnc2c1c(=O)n(CC(=O)OCC#N)c(=O)n2Cc1ccccc1,1438,1386
COc1ccc(/C(C)=N/NC(=O)CCC(=O)Nc2ccc(Cl)cc2Cl)c(OC)c1,1663,1588
CCOc1cccc(/C=N/NC(=O)CC2C(=O)NN=C2C)c1O (stereo unspecified),1518,1827
[O-]/C(=C(\C(=S)Nc1cccc2ccccc12)[n+]1cccc(CO)c1)c1ccc(Cl)s1,1499,1771
COc1ccccc1OCC#CCn1ccnc1,1443,1681
CC(=O)N(c1ccc(C)cc1)S(=O)(=O)c1ccc(Cl)cc1,1442,1808
CN1CCc2c(n(CC(O)CN(CCO)CCO)c3ccccc23)C1=O (stereo unspecified),1663,1680
COc1ccc([C@@H]2[C@@H](C(=O)C(C)(C)C)N3N=Cc4ccccc4[C@@H]3C23C(=O)OC(C)(C)OC3=O)cc1OC,1404,1737
CN1CCCCCC1C(=O)N1CCC(N2CCC(C(=O)N3CCOCC3)CC2)CC1 (stereo unspecified),1391,1694
COc1cccc(-c2cc(C(=O)N3CCN(c4ncccn4)CC3)c3ccccc3n2)c1,1719,1934
Cc1cc(C)c(C(=O)CSc2nc3ccccc3c(=O)[nH]2)cc1C,1452,1596
COC(=O)c1nc(NC(=O)c2ccc(F)cc2)n[nH]1,1455,1708
Cc1ccc(NC(=O)C2(c3ccccc3)CCOCC2)c([N+](=O)[O-])c1,1544,1752
Cc1cc(NC(=O)CCC(=O)N(c2cccc(F)c2)C(C(=O)NC2CCCC2)c2ccncc2)no1 (stereo unspecified),1451,1740
COC(=O)Nc1ccc(S(=O)(=O)N2CCC(C(=O)NC3CCCCC3)CC2)cc1,1778,1931
CC(=O)Nc1ccccc1OCCOc1ccc(Br)cc1,1675,1709
C/C(=C\C(=O)c1ccc(Cl)cc1Cl)N(C)C,1481,1706
O=C(O)C1CCN(Cc2ccccn2)CC1,1378,1698
Cc1onc(-c2c(F)cccc2Cl)c1C(=O)Nc1nccs1,1755,1996
O=C(Cc1ccccc1)NCC(=O)OC(c1ccccc1)c1ccccc1,1509,1807
CCC(=O)NC(=S)Nc1ccc(NC(=S)NC(=O)c2ccccc2)cc1,1626,2679*
CCCCN(C)S(=O)(=O)c1ccc(C(=O)N(CCN(C)C)c2nc3ccc(C)cc3s2)cc1,1428,1564
CC(Nc1cc(N2CCNCC2)ccc1[N+](=O)[O-])c1ccccc1 (stereo unspecified),1695,1770
CC1CCN(C2=C(NS(=O)(=O)c3ccc(Cl)cc3)C(=O)c3ccccc3C2=O)CC1,1591,1717
COC(=O)c1ccc(COc2ccccc2/C=C(\C#N)C(=O)Nc2ccc(C)cc2C)cc1,1437,1943

# At a glance, 17 of the compounds above.
SMILES,SRC3 TRFRET art,SRC1 TRFRET art
CC(=O)N(c1ccc(C)cc1)S(=O)(=O)c1ccc(Cl)cc1,1442,1808
CN1CCc2c(n(CC(O)CN(CCO)CCO)c3ccccc23)C1=O (stereo unspecified),1663,1680
COc1ccc([C@@H]2[C@@H](C(=O)C(C)(C)C)N3N=Cc4ccccc4[C@@H]3C23C(=O)OC(C)(C)OC3=O)cc1OC,1404,1737
CN1CCCCCC1C(=O)N1CCC(N2CCC(C(=O)N3CCOCC3)CC2)CC1 (stereo unspecified),1391,1694
COc1cccc(-c2cc(C(=O)N3CCN(c4ncccn4)CC3)c3ccccc3n2)c1,1719,1934
Cc1cc(C)c(C(=O)CSc2nc3ccccc3c(=O)[nH]2)cc1C,1452,1596
COC(=O)c1nc(NC(=O)c2ccc(F)cc2)n[nH]1,1455,1708
Cc1ccc(NC(=O)C2(c3ccccc3)CCOCC2)c([N+](=O)[O-])c1,1544,1752
Cc1cc(NC(=O)CCC(=O)N(c2cccc(F)c2)C(C(=O)NC2CCCC2)c2ccncc2)no1 (stereo unspecified),1451,1740
COC(=O)Nc1ccc(S(=O)(=O)N2CCC(C(=O)NC3CCCCC3)CC2)cc1,1778,1931
CC(=O)Nc1ccccc1OCCOc1ccc(Br)cc1,1675,1709
C/C(=C\C(=O)c1ccc(Cl)cc1Cl)N(C)C,1481,1706
O=C(O)C1CCN(Cc2ccccn2)CC1,1378,1698
Cc1onc(-c2c(F)cccc2Cl)c1C(=O)Nc1nccs1,1755,1996
O=C(Cc1ccccc1)NCC(=O)OC(c1ccccc1)c1ccccc1,1509,1807
CCC(=O)NC(=S)Nc1ccc(NC(=S)NC(=O)c2ccccc2)cc1,1626,2679*
CCCCN(C)S(=O)(=O)c1ccc(C(=O)N(CCN(C)C)c2nc3ccc(C)cc3s2)cc1,1428,1564

# Later entries
SMILES,SRC3 TRFRET art,SRC1 TRFRET art
NC(=O)Cc1ccc(C(=O)c2ccc(F)cc2)s1,1456,1554
CN(C)c1ccc(-c2nnn(CC(=O)Nc3ccccc3N3CCOCC3)n2)cc1,1600,1901
Cc1ccc(NC(=O)CN2C(=O)S/C(=C\C(=O)Nc3ccc(Cl)cc3)C2=O)cc1,1444,2071
COc1ccc(CC(=O)Nc2ccccc2N2CCOCC2)cc1OC,1395,1690
Cc1cccc2sc(NC(=O)[C@@H]3CCCN3C(=O)c3cccs3)nc12,1873,2234
CN(C)S(=O)(=O)c1cccc(NC(=S)Nc2ccc3cn[nH]c3c2)c1,1320,1856
Cc1cc(C)n2nc(C(=O)NCc3ccco3)cc2n1,1495,1677
COc1cccc(NC(=O)CSc2c3c(nc4ccccc24)CCCC3)c1,2050,2392*
CCCCNC(=O)/C(C#N)=C/c1ccc(C(=O)OC)cc1,1607,1679
O=C(CN(Cc1ccccc1)S(=O)(=O)c1ccc(S(=O)(=O)N2CCOCC2)cc1)Nc1ccccc1,1601,1808
Nc1nonc1-c1nc2ccccc2n1CC(=O)N/N=C/c1ccc(-c2ccccc2C(=O)O)o1,1781,1763
Cc1cc(C)cc(NC(=O)CSc2nc(N)c(NC(=O)c3cccs3)c(=O)[nH]2)c1,1449,1913
Cc1ccc(F)cc1NC(=O)CSc1ncccn1,1436,1870
Cc1cc(C)n2nc(SCCCC(=O)c3ccc(F)cc3)nc2n1,1632,1548
CCOC(=O)c1c(C)[nH]c(C)c1C(=O)COC(=O)c1nc2nccc(C)n2n1,1618,1734
COc1ccccc1S(=O)(=O)Nc1ccc2cn[nH]c2c1,1359,1718
Cc1ccc(-c2nc(SCC(=O)NCC3CCCO3)c(-c3ccc(Cl)cc3)[nH]2)cc1 (stereo unspecified),1616,1939
COc1ccc(C(=O)CSc2nnc(C3CCCCC3)n2N)c(OC)c1,1487,1936
O=C(N/N=C/c1c(Nc2cccc(C(F)(F)F)c2)nc2ccccn2c1=O)c1ccccc1[N+](=O)[O-],1569,1799
S=C(NCc1ccc(Cl)cc1Cl)Nc1ccccc1,1623,1828
CN(c1ccccc1)S(=O)(=O)c1cccc(NC(=O)c2cc(=O)c3ccccc3o2)c1,1708,1657
CCOC(=O)CCC(=O)O[C@H]1[C@H](O[C@@H]2[C@@H](C)[C@H](O[C@H]3C[C@@](C)(OC)[C@@H](O)[C@H](C)O3)[C@@H](C)C(=O)O[C@H](CC)[C@@](C)(O)[C@H](O)[C@@H](C)C(=O)[C@H](C)C[C@@]2(C)O)O[C@H](C)C[C@@H]1N(C)C,1553,1536
COCCn1c(SCC(=O)/C=C2\N(C)c3ccccc3C2(C)C)nnc1-c1ccncc1,1397,1682
CCc1nnc(NC(=O)CSc2nnc(-c3ccco3)n2CCOC)s1,1590,2078
O=c1[nH]c(=O)n(C(c2ccccc2)c2ccccc2)cc1Br,1645,1992
Cc1ccc(S(=O)(=O)N(c2cccc(C(F)(F)F)c2)C2C=CS(=O)(=O)C2)cc1 (stereo unspecified),1410,1685
COC(=O)CC1Oc2ccccc2N(Cc2ccc(C)cc2)C1=O (stereo unspecified),1482,1808
O=C(Cn1cnc2ccccc2c1=O)Nc1nc2ccccc2s1,1534,1823
CCOc1ccc(C(CC(=O)O)n2cnnn2)cc1OC (stereo unspecified),1475,1829
CCOc1ccc(CN2CCN(Cc3ccsc3)C(CCO)C2)cc1CO (stereo unspecified),1666,1973
O=C(NCCCN1CCOCC1)C(=O)NCc1ccccc1Cl,1540,1720
O=C(NCCCn1ccnc1)C(=O)NCC(c1cccnc1)N1CCN(c2ccccc2)CC1 (stereo unspecified),1636,1930
O=C(Cc1sc(Nc2ccccc2)nc1-c1ccccc1)NCc1ccccc1,1588,1731
Cc1ccc(N2C(=O)c3ccc(C(=O)N4CCN(c5ccc(C)c(C)c5)CC4)cc3C2=O)cc1,1775,1921
O=C(CNC(=S)N(Cc1ccccc1Cl)C1CCCC1)NCCN1CCOCC1,1662,1897
O=C(COc1ccc(S(=O)(=O)N2CCCC2)cc1Cl)NC1CC1,1641,2006
Cc1cc(=O)n2nc(N3CCC(C(=O)NC4CCCc5ccccc54)CC3)sc2n1 (stereo unspecified),1365,1642
Cc1ccc2sc(C)[n+](CCC(C)S(=O)(=O)[O-])c2c1 (stereo unspecified),1458,1712
Cc1cccc(N2C(=O)C(O)=C(C(=O)c3cccs3)C2c2ccc(F)cc2)n1 (stereo unspecified),1920,2074
CC(=O)c1cccc(NC(=O)CN(C)S(=O)(=O)c2ccccc2)c1,1764,1796
CC1CC2c3cccc(C(=O)O)c3C(=O)N2c2ccc(Cl)cc21 (stereo unspecified),1602,1689
COCCN(CCOC)CC(O)COC(c1ccccc1)c1ccccc1 (stereo unspecified),1543,1802
CN(Cc1ccccc1)CC(O)COc1ccc(CNCCOc2cccnc2)cc1 (stereo unspecified),1553,1831
CC1(C)CN(c2ccsc2C(=O)O)C1=O,1635,1755
C/C(=N\NC(=O)c1ccccc1)c1ccc(C)c([N+](=O)[O-])c1,1698,1953
CS(=O)c1nc(-c2ccc(Br)cc2)cc(-c2ccccc2)c1C#N (stereo unspecified),1595,1594
CC(OC(=O)c1ccccc1O)C(=O)Nc1cccc(Cl)c1 (stereo unspecified),1701,1843
O=C(O)CCCC(=O)Nc1cccc([N+](=O)[O-])c1,1317,1636
O=C(CNC1CCCC1)Nc1ccc(N2CCCCCC2)cc1,1650,1797
COC(=O)c1cc2ccccc2c(-c2c(O)ccc3ccccc23)c1O,1494,1623
Cc1nn(-c2ccccc2)c(N)c1C(O)(CC(=O)C(F)(F)F)C(F)(F)F (stereo unspecified),1748,1859
O=C(O)CCn1c(-c2ccccc2)cc2ccccc21,1678,1663
COCCN(C(=S)Nc1cc(C)cc(C)c1)C(C)c1cccnc1 (stereo unspecified),1550,1792
O=C1NN(c2ccc(F)cc2)C(=O)/C1=C/c1cccs1,1605,1945
CCCCCCCOc1ccc(-c2ccc(C#N)cn2)cc1,1830,1626
CCOC(=O)c1c(/N=C/N(C)C)sc(C=O)c1-c1ccccc1,1782,1902
Nc1ccc2nc(C(F)(F)F)[nH]c2c1,1635,1758
O=C(CSc1nc2c(cnn2-c2ccccc2)c(=O)[nH]1)N1N=C(c2cccs2)CC1c1ccc(F)cc1 (stereo unspecified),1721,1840
CN(CC(=O)Nc1ccccc1N1CCOCC1)CC(=O)Nc1ccc(F)c(F)c1F,1441,1509
CN(C)CCCN(C(=O)c1cc2ccccc2oc1=O)c1nc2ccc(F)cc2s1,1607,1890
# Next entries.
SMILES,SRC3 TRFRET art,SRC1 TRFRET art
O=C(CSc1cccc2cccnc12)N/N=C/c1cccnc1,1416,1658
CCC(=O)Nc1cccc(C(=O)OCc2cccc([N+](=O)[O-])c2)c1,1750,1897
O=[N+]([O-])c1ccc(/C=N/n2cnc3ccccc32)s1,1505,1760
COc1ccc(C(=O)/C(C#N)=N/Nc2ccccc2[N+](=O)[O-])cc1,1617,1642
COc1ccc(NS(=O)(=O)c2cccc(-c3n[nH]c(=S)n3Cc3ccccc3)c2)cc1,1604,1771
COc1ccc(CCNC(=O)CC2C(=O)NCCN2CC(C)(C)C)cc1 (stereo unspecified),1674,1735
COc1ccc(NC(=O)COC(=O)c2ccc(S(=O)(=O)N(C)c3ccccc3OC)cc2)cc1OC,1693,1866
O=C(Cc1ccc(Cl)cc1)N/N=C/c1cccs1,1764,1838
CC(C)(C)CC(C)(C)NC(=S)N1CCN(Cc2ccc3c(c2)OCO3)CC1,1754,1679
COc1cc2c(cc1NC(=O)C(C)Sc1nc3ccccc3n1C)oc1ccccc12 (stereo unspecified),1739,1655
Cc1ccc(N(CC(=O)NCc2ccc(F)cc2)C(=O)c2csnn2)cc1C,1601,1886
COc1cc(/C=C2/CCc3ccccc3C2=O)cc(OC)c1OC,1699,1797
CCCCCNCc1ccc(Cl)cc1,1603,1730
CCCNC(=O)/C=C/c1ccc(C(C)C)cc1,1752,1747
CCN(Cc1nc2ccccc2c(=O)[nH]1)Cc1nc2ccsc2c(=O)[nH]1,1534,1390
COc1cccc(CNc2nc(SC)ncc2CO)c1,1572,1917
CC(C)/C=N/NC(=O)c1ccc(Cl)cc1,1606,1825
Cc1[nH]n(-c2ccccc2)c(=O)c1/C=N/N(C)c1ccccc1,1527,1575

# Compound activity: PubChem BioAssay, The Scripps Research Institute Molecular Screening Center
